Screens: PubChem BioAssay, Broad Institute
STK33 inh: human STK33 kinase inhibition | Q9BYT3 | ADP-Glo luminescence, MBP substrate | inhibition, % at 12.5 µM | 27,000 tested, 0.44% active | AID 2322; in the data active = inhibition above about 20%; inconclusive = no clear call, values can overlap the other calls
Target sequence (Q9BYT3 whole entry, looked up): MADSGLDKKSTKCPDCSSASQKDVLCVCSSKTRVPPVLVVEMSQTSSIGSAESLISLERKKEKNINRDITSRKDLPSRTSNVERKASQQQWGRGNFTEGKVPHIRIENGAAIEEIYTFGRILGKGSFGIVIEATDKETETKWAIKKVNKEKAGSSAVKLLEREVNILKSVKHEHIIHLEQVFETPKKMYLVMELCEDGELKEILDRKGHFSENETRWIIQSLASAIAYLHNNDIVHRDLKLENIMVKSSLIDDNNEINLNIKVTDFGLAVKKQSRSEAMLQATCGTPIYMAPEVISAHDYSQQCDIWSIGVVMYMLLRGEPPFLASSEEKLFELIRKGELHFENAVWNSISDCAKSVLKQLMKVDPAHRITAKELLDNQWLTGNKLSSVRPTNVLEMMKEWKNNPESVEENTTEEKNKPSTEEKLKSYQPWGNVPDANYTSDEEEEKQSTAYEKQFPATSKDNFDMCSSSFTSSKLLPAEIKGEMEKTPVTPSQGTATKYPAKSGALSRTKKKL
mut p53 react: mutant p53 pathway reactivation. SW480 PUMA-promoter luciferase. 28,000 tested, 1.5% active. activation, % at 9.98 µM. AID 624151; in the data active = activation above about 52%; inconclusive = no clear call, values can overlap the other calls
* hit, by the source's call; ? = inconclusive; nt = not tested or not shown. Only part of the results is shown; rates above refer to the full screens.

compound	STK33 inh	mut p53 react
Cc1ccc(S(=O)(=O)Nc2ccc3c(c2)CC(=O)N([C@H](C)CO)C[C@@H](C)[C@@H](CN(C)C(=O)Nc2cccc4ccccc24)O3)cc1	2	nt
CC(=O)c1ccc(OC(=O)C(CCS(C)(=O)=O)N2C(=O)c3ccccc3C2=O)cc1 (centres undefined)	-1	-8
COc1ccc(S(=O)(=O)Nc2ccc3c(c2)C(=O)N([C@@H](C)CO)C[C@H](C)[C@@H](CN(C)Cc2ccc(-c4ccccc4)cc2)O3)cc1	-5	nt
C[C@H](CO)N1C[C@H](C)[C@H](CN(C)C(=O)Nc2ccc3c(c2)OCO3)OCCCC[C@H](C)Oc2ccc(NS(C)(=O)=O)cc2C1=O	nt	4
Cc1ccc(S(=O)(=O)Nc2ccc3c(c2)CC(=O)N([C@H](C)CO)C[C@H](C)[C@H](CN(C)C(=O)Nc2ccc(F)cc2)O3)cc1	3	nt
C[C@H](CO)N1C[C@H](C)[C@H](CN(C)Cc2ccc(Cl)c(Cl)c2)Oc2ccc(NC(=O)Nc3cccc4ccccc34)cc2CC1=O	1	nt
COc1ccc(NC(=O)CCn2nc(-c3ccccc3)c3ccccc3c2=O)cc1C(N)=O	2	0
COc1ccc(C(=O)CSc2nnc(-c3ccccc3Cl)n2C)cc1OC	-1	2
Cc1ccc(N(C(C)C(=O)Nc2ccc3c(c2)OCCO3)S(C)(=O)=O)cc1 (centres undefined)	-1	5
C[C@H]1CN([C@@H](C)CO)C(=O)c2cc(NS(=O)(=O)c3cccs3)ccc2O[C@@H]1CN(C)C(=O)NC1CCCCC1	0	-5
C[C@@H]1CCCCO[C@H](CN(C)C(=O)CCC(F)(F)F)[C@H](C)CN([C@H](C)CO)C(=O)c2cc(NS(=O)(=O)c3cn(C)cn3)ccc2O1	nt	11
Cc1ccc(S(=O)(=O)Nc2ccc3c(c2)C(=O)N([C@@H](C)CO)C[C@H](C)[C@H](CN(C)Cc2ccccc2)O3)cc1	1	nt
O=C1OC(c2ccccc2)=N/C1=C\C=C\c1ccccc1	-5	nt
COc1cccc(NC(=O)N(C)C[C@@H]2OCc3cnnn3CCCC(=O)N([C@H](C)CO)C[C@@H]2C)c1	-8	nt
O=C(c1cccc(S(=O)(=O)N2CCOCC2)c1)N(Cc1ccccc1)c1ccccn1	0	-2
O=C(CC(C(=O)O)N1CCCCC1)Nc1cccc(Cl)c1 (centres undefined)	2	-3
COc1ccc([N+](=O)[O-])cc1NC(=O)COc1ccc(C(C)(C)C)cc1	0	?
C[C@H](CO)N1C[C@H](C)[C@@H](CN(C)C(=O)CCCN(C)C)OCCCC[C@H](C)Oc2ccc(NC(=O)CCCN(C)C)cc2C1=O	nt	1
COc1ccc(NC(=O)Nc2ccc3c(c2)C(=O)N([C@H](C)CO)C[C@@H](C)[C@@H](CN(C)C(=O)NC2CCCCC2)OCCCC[C@@H](C)O3)cc1	nt	-16
O=c1c(-c2cc(O)c(O)c(O)c2)coc2cc(O)c(O)c(O)c12	8	nt
CSc1nc(N)nc(SCC(=O)Nc2cccc(F)c2)c1C#N	-5	35
C[C@H](CO)N1C[C@H](C)[C@H](CN(C)S(=O)(=O)c2ccc(F)cc2)Oc2cc(-c3cccc(F)c3)ccc2S1(=O)=O	nt	-28
CC(C)NC(=O)Nc1ccc2c(c1)C(=O)N([C@@H](C)CO)C[C@@H](C)[C@@H](CN(C)Cc1ccc(Oc3ccccc3)cc1)O2	2	nt
C[C@@H]1CN([C@@H](C)CO)C(=O)CCCn2cc(nn2)CO[C@@H]1CN(C)Cc1ccc2c(c1)OCCN2C	8	-7
C=CCNC(=O)[C@H]1[C@@H]2C(=O)O[C@@H](c3ccccc3)[C@@H](c3ccccc3)N2[C@@H](c2ccccc2OCCO)[C@]12C(=O)N(C(=O)OCCOC)c1ccccc12	11	nt
Cc1ccc(NC(=O)CC2Sc3ccc(C(F)(F)F)cc3NC2=O)c([N+](=O)[O-])c1 (centres undefined)	7	2
C[C@@H]1CN([C@@H](C)CO)C(=O)Cc2cc(NC(=O)CCN3CCOCC3)ccc2O[C@@H]1CN(C)C(=O)Nc1ccccc1	-1	5
COCC#Cc1ccc2c(c1)O[C@@H](CN(C)C(=O)CN(C)C)[C@@H](C)CN([C@H](C)CO)S2(=O)=O	nt	0
COc1ccc(-c2cnc3c(c2)C(=O)N([C@H](C)CO)C[C@H](C)[C@H](CN(C)S(=O)(=O)c2cccs2)O3)cc1	1	14
O=C(O)COc1ccc(Cl)cc1C1C2=C(CCCC2=O)NC2=C1C(=O)CCC2	-2	-9
O=C(NCC1CCCO1)c1ccc(Cl)c(S(=O)(=O)Nc2ccccc2)c1 (centres undefined)	0	8
CC1(C)CC(=O)C2=C(C1)c1c(ccc3ncccc13)NC2C1CC=CCC1 (centres undefined)	nt	-44
CCCC#Cc1cnc2c(c1)C(=O)N([C@@H](C)CO)C[C@H](C)[C@@H](CN(C)C(=O)c1ccc(F)cc1)O2	nt	11
C[C@H](CO)N1C[C@H](C)[C@@H](CN(C)C(=O)Nc2cccc3ccccc23)Oc2c(NC(=O)c3ccncc3)cccc2C1=O	nt	-9
C[C@@H]1CCCCO[C@@H](CN(C)C(=O)Nc2ccc(F)cc2)[C@H](C)CN([C@@H](C)CO)C(=O)c2cc(NS(=O)(=O)c3ccccc3)ccc2O1	nt	-13
CC(C)NC(=O)Nc1ccc2c(c1)C(=O)N([C@H](C)CO)C[C@H](C)[C@H](CN(C)Cc1ccncc1)OCCCC[C@@H](C)O2	0	nt
Cc1noc(C)c1S(=O)(=O)Nc1ccc2c(c1)CC(=O)N([C@H](C)CO)C[C@H](C)[C@@H](CN(C)C)O2	nt	-5
CCCNC(=O)N(C)C[C@@H]1Oc2ncc(C#CCc3ccccc3)cc2C(=O)N([C@H](C)CO)C[C@H]1C	nt	10
CC/C=C\[C@H](O)[C@H](O)C1=C(C)C(=O)[C@]2(O1)C(=O)N[C@@](OC)(C(=O)c1ccccc1)C2O (some centres undefined)	-5	2
C[C@@H]1CCCCO[C@H](CN(C)S(=O)(=O)c2ccccc2)[C@H](C)CN([C@@H](C)CO)C(=O)c2cc(NC(=O)Nc3ccccc3)ccc2O1	nt	-45
COc1ccc(C(=O)CSc2nc3cc(C)c(C)cc3[nH]2)cc1OC	2	12
C[C@@H]1CCCCO[C@H](CN(C)C(=O)C2CCCCC2)[C@@H](C)CN([C@H](C)CO)C(=O)c2cc(NS(=O)(=O)c3ccc(F)cc3)ccc2O1	1	nt
C[C@H]1CN([C@@H](C)CO)C(=O)Cc2cc(NS(=O)(=O)c3ccccc3)ccc2O[C@@H]1CN(C)Cc1ccccc1	0	nt
COC(=O)CC(O)(CCCC(C)(C)O)C(=O)O[C@@H]1C(OC)=C[C@]23CCCN2CCc2cc4c(cc2[C@@H]13)OCO4 (some centres undefined)	4	-77
C[C@H](CO)N1C[C@H](C)[C@H](CN(C)S(=O)(=O)c2ccc(Cl)cc2)Oc2ccc(NC(=O)Cc3ccccc3)cc2CC1=O	1	nt
CC(C)(Sc1ccc(CCN(CCCCC2CCCCC2)C(=O)NC2CCCCC2)cc1)C(=O)O	nt	8
O=C1C(=O)N(CCCN2CCOCC2)C(c2ccc(F)cc2)C1C(=O)c1cc2ccccc2o1 (centres undefined)	0	0
N#Cc1ccc(Oc2ccc(C(=O)OCc3cccc(C(=O)c4ccccc4)c3)cc2)cc1C#N	4	8
C[C@@H]1CN([C@@H](C)CO)C(=O)c2cc(NC(=O)Nc3ccccc3)ccc2O[C@@H](C)CCCCO[C@@H]1CN(C)S(=O)(=O)c1ccccc1	nt	-13
COc1ccc(C(C)=O)cc1CSc1nnc(-c2cccc(Br)c2)n1-c1ccccc1	1	16
Cc1noc(C)c1S(=O)(=O)Nc1ccc2c(c1)CC(=O)N([C@H](C)CO)C[C@H](C)[C@H](CN(C)S(=O)(=O)c1ccccc1)O2	0	5
COc1ccccc1NC(=O)CN(c1ccccc1)S(C)(=O)=O	-1	-1
C[C@H]1CN([C@@H](C)CO)C(=O)Cc2cc(NC(=O)Nc3ccc(F)cc3)ccc2O[C@@H]1CN(C)Cc1ccccc1	2	nt
Cc1noc(C)c1NC(=O)Nc1ccc2c(c1)C(=O)N([C@H](C)CO)C[C@H](C)[C@H](CN(C)C(=O)Nc1c(C)noc1C)OCCCC[C@@H](C)O2	-1	4
C[C@H](CO)N1C[C@H](C)[C@H](CN(C)S(=O)(=O)c2ccc(C#N)cc2)Oc2ncc(C#CCN(C)C)cc2C1=O	-7	nt
O=C(CCc1nc(-c2ccccc2F)no1)Nc1cccnc1	-2	5
CC(C(=O)Nc1cccnc1)N(c1ccc(Cl)cc1)S(C)(=O)=O (centres undefined)	?	-7
CCCNC(=O)N(C)C[C@@H]1Oc2ncc(-c3ccc(OC)cc3)cc2C(=O)N([C@@H](C)CO)C[C@@H]1C	nt	4
C[C@@H]1CN([C@@H](C)CO)C(=O)c2cc(NS(=O)(=O)c3cccs3)ccc2O[C@H]1CN(C)C(=O)NC1CCCCC1	nt	8
O=C(NCCCCCNC(=O)/C(Cc1ccccc1)=N/O)OCc1ccccc1	-2	nt

The list goes on, starting with the last 4 of the part before.
compound	STK33 inh	mut p53 react
CC(C(=O)Nc1cccnc1)N(c1ccc(Cl)cc1)S(C)(=O)=O (centres undefined)	?	-7
CCCNC(=O)N(C)C[C@@H]1Oc2ncc(-c3ccc(OC)cc3)cc2C(=O)N([C@@H](C)CO)C[C@@H]1C	nt	4
C[C@@H]1CN([C@@H](C)CO)C(=O)c2cc(NS(=O)(=O)c3cccs3)ccc2O[C@H]1CN(C)C(=O)NC1CCCCC1	nt	8
O=C(NCCCCCNC(=O)/C(Cc1ccccc1)=N/O)OCc1ccccc1	-2	nt
Cc1ccc(SC(C)C(=O)Nc2cccc(N(C)S(C)(=O)=O)c2)cc1 (centres undefined)	0	-3
CN(CC(=O)Nc1ccncc1)S(=O)(=O)c1ccc(Cl)cc1	3	11
Cc1cc(-c2noc(-c3snnc3C)n2)no1	nt	38
COC(=O)c1cc(C)nc(Sc2ccccc2NC(C)=O)n1	0	nt
C[C@@H]1CCCCO[C@@H](CN(C)S(=O)(=O)c2ccccc2)[C@@H](C)CN([C@H](C)CO)C(=O)c2cc(NC(=O)NC3CCCCC3)ccc2O1	0	nt
C[C@@H]1CCCCO[C@@H](CN(C)S(=O)(=O)c2ccccc2)[C@H](C)CN([C@H](C)CO)C(=O)c2cc(NS(C)(=O)=O)ccc2O1	nt	1
Cc1cc(C)c(S(=O)(=O)N2CCN(c3ccc([N+](=O)[O-])c(NCc4ccco4)c3)CC2)c(C)c1	0	-23
COc1ccc(CNC(=O)C[C@@H]2C[C@H]3c4cc(NS(C)(=O)=O)ccc4O[C@H]3[C@H](CO)O2)cc1	nt	-4
C[C@H]1CN([C@@H](C)CO)C(=O)c2cc(NS(=O)(=O)c3ccc(F)cc3)ccc2O[C@@H]1CN(C)Cc1ccccc1	-1	nt
CNC[C@@H]1OCCCC[C@H](C)Oc2ccc(NC(=O)Nc3c(C)noc3C)cc2C(=O)N([C@H](C)CO)C[C@@H]1C	nt	18
C[C@H]1CN([C@@H](C)CO)C(=O)c2cccc(NS(=O)(=O)c3cccs3)c2O[C@H]1CN(C)S(=O)(=O)c1ccc(Cl)cc1	nt	-7
COc1ccccc1N1CCN(CCN2C(=O)c3ccccc3C(C)(C)C2=O)CC1	nt	9
COc1ccc(OC)c(NC(=O)COc2ccc3c4c(c(=O)oc3c2C)CCC4)c1	-2	14
C[C@H]1CN([C@@H](C)CO)S(=O)(=O)c2ccc(C#Cc3cccc(F)c3)cc2O[C@H]1CN(C)C(=O)CN1CCOCC1	nt	-17
COc1ccc(S(=O)(=O)Nc2ccc3c(c2)C(=O)N([C@H](C)CO)C[C@@H](C)[C@@H](CN(C)S(=O)(=O)c2c(C)noc2C)O3)cc1	nt	3
CN(c1cccc(NC(=O)c2ccc(N(C)S(=O)(=O)c3ccccc3)cc2)c1)S(C)(=O)=O	-3	11
C[C@H]1CN([C@@H](C)CO)C(=O)Cc2cc(NC(=O)Cc3ccccc3)ccc2O[C@H]1CN(C)S(C)(=O)=O	0	nt
CCOC(=O)c1ccc(NC(=O)Cn2nc([N+](=O)[O-])c(Br)c2C)cc1	2	9

Among those listed so far, these contain a cyano group.
compound	STK33 inh	mut p53 react
CSc1nc(N)nc(SCC(=O)Nc2cccc(F)c2)c1C#N	-5	35
N#Cc1ccc(Oc2ccc(C(=O)OCc3cccc(C(=O)c4ccccc4)c3)cc2)cc1C#N	4	8
C[C@H](CO)N1C[C@H](C)[C@H](CN(C)S(=O)(=O)c2ccc(C#N)cc2)Oc2ncc(C#CCN(C)C)cc2C1=O	-7	nt
